HIV fusion peptide – inhibitors of HIV fusion peptide binding, primary screen, biochemical, uHTS, fluorescence dequenching (AID 1986); cell-free peptide binding, fluorescence dequenching, 30 min; higher % means a stronger effect; hit rate 0.3% among 290,000; inhibition, % at 20 µM; hits with a dose series show IC50 in µM; in the data active = inhibition mostly above about 52%, no sharp cut-off; inactive = mostly below about 76%; note: some results filed as inactive read as strong as hits
KOR beta-arrestin-1 – KOR agonists, beta-arrestin recruitment, primary screen, cell-based, luminescence, uHTS (AID 1777) | KOR beta-arrestin recruitment, luminescence; higher % means a stronger effect | activation, % at 10 µM; hits with a dose series show EC50 in µM | hit rate 0.02% among 280,000; in the data active = activation above about 50%, passing the limit was not always enough; note: a part of the inactive calls stands beside numbers as strong as those of hits
AID2073 – inhibitors of Mint1-CaV2.2 protein interaction, biochemical, HTRF (AID 2073) | hit rate 0.19% among 290,000 | inhibition, % at 20 µM, or IC50 in µM where a hit was titrated | HTRF protein-protein interaction, Mint1-CaV2.2; higher % means a stronger effect; in the data active = inhibition mostly above about 51%, no sharp cut-off; inconclusive = no clear call, values can overlap the other calls; inactive = mostly below about 53%; note: some results filed as inactive read as strong as hits
West Nile antiviral – West Nile virus antiviral activity, cell-based, CPE readout (AID 1621). hit rate 0.02% among 290,000. CPE inhibition, % at 10 µM; hits with a dose series show IC50 in µM. West Nile virus-infected cells, CPE inhibition; higher % means a stronger effect; in the data active = a potency from the dose series; inconclusive = CPE inhibition mostly from about 3.7% at the one dose, without a potency; inactive = the rest, 99 in 100 with CPE inhibition below about 2.2%; note: strong numbers were not always called active
NOD1 inhibition – NOD1 signaling inhibitors, primary screen, cell-based, luminescence, uHTS (AID 1578); NOD1-driven NF-kB luciferase reporter cells, luminescence; higher % means a stronger effect; hit rate 1% among 290,000; one-dose inhibition, % at 4 µM; EC50 in µM for titrated hits; in the data active = inhibition mostly above about 36%, no sharp cut-off; inactive = mostly below about 34%;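 note: HEK-293T reporter cells stimulated with the NOD1 agonist gamma-tri-DAP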
Yfh1-depleted yeast – enhancers of respiration in Yfh1-depleted yeast, dose response, Friedreich's ataxia, plus single-dose screen (AID 1465) | S. cerevisiae Yfh1-off respiration, WST-1 reduction, 72 h; higher fold induction means a stronger effect | fold induction at 50 µM, or EC50 in µM where a hit was titrated | hit rate 0.074% among 220,000;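 active = fold induction of absorbance versus untreated yeast above a set limit, then at least 30% activation at any dose in follow-up; inconclusive = repeats straddling the limit, or above it without dose testing; inactive = fold induction below the set limit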;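 note: activators that raise dye reduction in frataxin-depleted yeast; strong numbers were not always called active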
KOR beta-arrestin-2 – KOR antagonists, beta-arrestin recruitment, cell-based, luminescence, uHTS (AID 1778) | KOR beta-arrestin recruitment, luminescence, antagonist mode; higher % means a stronger effect | one-dose inhibition, % at 10 µM; IC50 in µM for titrated hits | hit rate 0.091% among 290,000; note: strong numbers were not always called active
NOD2 inhibition – NOD2 signaling inhibitors, cell-based, luminescence, uHTS, HEK293 (AID 1566); HEK293 NOD2/NF-kB luciferase reporter, luminescence; higher % means a stronger effect; inhibition, % at 4 µM; hits with a dose series show EC50 in µM; hit rate 0.63% among 290,000; note: many of its hits are not listed in these tables
NS5 inhibitors – Dengue-2 NS5 methyltransferase inhibitors, primary screen, biochemical, confirmation dose response (AID 588689). Dengue-2 NS5 methyltransferase capping enzyme assay, biochemical; higher % means a stronger effect. inhibition, % at 25 µM, or IC50 in µM where a hit was titrated. hit rate 0.3% among 340,000; in the data active = a potency from the dose series; inconclusive = inhibition above about 29% without an active follow-up result
NS5 inhibitors pilot replicate – also measured in NS5 inhibitors; calls as there; inhibition, %; measured here: pilot screen replicate inhibition
* = called active by the depositor; i = inactive; ? = inconclusive; nt = not tested or not shown; [ ] = another dose, or the depositor's remark. Cut-off read from the data, not from the text of the source, unless noted: active = inhibition above about 50%; inactive = the rest. An excerpt; rates above refer to the full screens.

SMILES	HIV fusion peptide	KOR beta-arrestin-1	AID2073	West Nile antiviral	NOD1 inhibition	Yfh1-depleted yeast	KOR beta-arrestin-2	NOD2 inhibition	NS5 inhibitors	others
Cc1nnc(SCC(=O)Nc2cc(S(=O)(=O)N3CCCC3)ccc2Cl)s1	1.0%	0.4%	12%	0.1%	12%	i	-7%	16%	-5%
Cc1nnc(SCC(=O)Nc2cc(C(F)(F)F)ccc2Cl)n1C	-1.0%	5.9%	14%	-0.3%	1%	nt	3%	11%	0%
COc1ccc(C)cc1NC(=O)c1ccc(NC(=O)CC2SC(N3CCCC3)=NC2=O)cc1 (configuration not stated)	-0.3%	5.9%	13%	0.2%	-10%	i	21%	2%	-7%
COc1cccc(S(=O)(=O)NCc2ccc(C(=O)N3CCN(Cc4ccccc4)CC3)cc2)c1	1.0%	8.0%	2%	-0.9%	-13%	nt	-4%	7%	-5%
COc1ccc2cc(CN(Cc3ccco3)Cc3nnnn3C3CCCCC3)c(=O)[nH]c2c1	0.1%	-1.6%	7%	-0.7%	26%	i	-8%	-13%	-5%
O=C(NN1C(=O)c2cc(Br)ccc2NC1c1cc(Br)cc(Br)c1O)c1ccncc1 (configuration not stated)	-1.9%	5.2%	-4%	-0.3%	-28%	i	37%	0%	-23%
Cc1ccc2c(c1C)NC(=O)CC(c1ccccc1O)=N2	2.4%	-3.3%	?	1.0%	-15%	i	8%	-20%	12%
O=C(CSc1nc2ccsc2c(=O)n1-c1ccccc1)N1CCCC1	0.8%	-0.6%	-7%	-0.6%	-20%	i	-36%	16%	6%
Cc1ccc2c(c1Br)/C(=N/N1C(=O)c3ccccc3C1=O)C(=O)N2	-3.0%	1.3%	-14%	nt	20%	nt	-67%	32%	-3%
O=C(CSc1nnc2c(Cl)cc(Cl)cn12)N1CCN(S(=O)(=O)c2ccccc2)CC1	-1.4%	0.2%	2%	0.1%	-4%	i	6%	8%	-8%
CN(C)c1ccc(/C=N/NC(=O)c2ccccc2Cl)cc1	-3.5%	-9.1%	11%	-0.9%	-26%	i	18%	-28%	-5%
CCOC(=O)c1c(Cc2cccc(Cl)c2)c[nH]c1C	2.0%	3.6%	4%	nt	13%	nt	12%	10%	8%
CCOC(=O)Cn1c(=O)n(Cc2ccco2)c(=O)c2ccc(C(=O)NC3CCCC3)cc21	-1.1%	-4.4%	-5%	-0.2%	-21%	i	0%	13%	-7%
COc1ccc2ccccc2c1/C=N/NC(=O)c1nnn(-c2nonc2N)c1C(C)C	-2.4%	3.4%	12%	0.9%	17%	nt	5%	10%	-3%
COc1ccc(-c2n[nH]c(=S)o2)c(OC)c1	0.4%	-2.1%	5%	-0.2%	-4%	i	8%	7%	-13%
Nc1nc2nccc(-c3ccco3)n2n1	-1.6%	-6.4%	21%	0.5%	-37%	i	-6%	-6%	-2%
Cc1ccc(-c2nn[nH]n2)o1	-2.2%	-6.5%	9%	0.5%	-8%	i	11%	14%	-1%
COc1ccccc1/C=N/NC(=O)c1ccc2c(c1)OCO2	0.0%	7.5%	-1%	0.1%	-22%	nt	-6%	-2%	-5%
CCOc1ccc(N(CC(=O)NN=C2CCCC2)S(C)(=O)=O)cc1	-1.7%	-4.4%	?	0.1%	-38%	i	6%	6%	4%
O=C(CCCN1C(=O)c2ccccc2C1=O)NCC1CCCO1 (configuration not stated)	0.0%	-2.8%	4%	-0.2%	7%	i	-10%	8%	-2%	NS5 inhibitors pilot replicate=-1.4
COc1ccc(NC(=O)/C(=C/c2ccc3c(c2)OCO3)NC(C)=O)cc1	-0.8%	-1.4%	3%	-0.9%	-24%	i	-32%	-4%	-8%
CCCn1nc(CC(=O)O)c2ccccc2c1=O	-1.8%	-2.1%	0%	0.3%	-18%	i	15%	1%	-8%
O=C(NCc1nc2ccccc2[nH]1)c1c(F)c(F)c(F)c(F)c1F	-0.4%	-9.8%	2%	0.2%	7%	i	-28%[20 µM]	-1%	-3%
O=C(Nc1cc(S(=O)(=O)N2CCOCC2)ccc1N1CCCC1)c1cc(=O)[nH]c2ccccc12	-0.9%	3.7%	-12%	0.4%	6%	i	39%	-14%	28%
COc1cccc(C2CC(=O)Nc3cc4c(cc32)CCC4)c1 (configuration not stated)	-1.4%	-1.6%	-3%	-0.9%	29%	i	-96%[20 µM]	-21%	-15%
c1ccc(Nc2ccc(-n3ccnc3)nn2)cc1	-1.4%	-4.2%	2%	-0.2%	-14%	i	-3%[20 µM]	16%	-2%
C=CCNC(=O)CN1CCC(O)(c2ccc(F)cc2)CC1	-2.7%	4.6%	7%	0.3%	5%	i	-38%	3%	0%
CC(=O)C(Cc1cccc(F)c1)(Cc1cccc(F)c1)C(C)=O	1.4%	-3.0%	15%	0.7%	-30%	i	-22%	0%	10%
CC1=CC(c2ccccc2)n2nc(N3C(=O)CCC3=O)nc2N1 (configuration not stated)	2.8%	-0.3%	15%	0.2%	-37%	i	-27%	-18%	-5%
COc1cc(NC(=O)c2ccc3c(c2)OCO3)ccc1NC(=O)c1ccco1	2.6%	-2.0%	16%	-0.3%	-34%	i	0%	-17%	-1%

An excerpt from above in order of length of the SMILES, rising:
SMILES	HIV fusion peptide	KOR beta-arrestin-1	AID2073	West Nile antiviral	NOD1 inhibition	Yfh1-depleted yeast	KOR beta-arrestin-2	NOD2 inhibition	NS5 inhibitors	others
O=C(CCCN1C(=O)c2ccccc2C1=O)NCC1CCCO1 (configuration not stated)	0.0%	-2.8%	4%	-0.2%	7%	i	-10%	8%	-2%	NS5 inhibitors pilot replicate=-1.4
COc1cccc(C2CC(=O)Nc3cc4c(cc32)CCC4)c1 (configuration not stated)	-1.4%	-1.6%	-3%	-0.9%	29%	i	-96%[20 µM]	-21%	-15%
O=C(NCc1nc2ccccc2[nH]1)c1c(F)c(F)c(F)c(F)c1F	-0.4%	-9.8%	2%	0.2%	7%	i	-28%[20 µM]	-1%	-3%

At a glance, some entries already given.
SMILES	HIV fusion peptide	KOR beta-arrestin-1	AID2073	West Nile antiviral	NOD1 inhibition	Yfh1-depleted yeast	KOR beta-arrestin-2	NOD2 inhibition	NS5 inhibitors	others
CC1=CC(c2ccccc2)n2nc(N3C(=O)CCC3=O)nc2N1 (configuration not stated)	2.8%	-0.3%	15%	0.2%	-37%	i	-27%	-18%	-5%
COc1cc(NC(=O)c2ccc3c(c2)OCO3)ccc1NC(=O)c1ccco1	2.6%	-2.0%	16%	-0.3%	-34%	i	0%	-17%	-1%

Following part.
SMILES	HIV fusion peptide	KOR beta-arrestin-1	AID2073	West Nile antiviral	NOD1 inhibition	Yfh1-depleted yeast	KOR beta-arrestin-2	NOD2 inhibition	NS5 inhibitors	others
O=C(NCC1CCCO1)c1cc2ccccc2[nH]1 (configuration not stated)	8.6%	-0.7%	10%	0.4%	-2%	i	-22%	1%	-4%
C=CCn1c(=N)n(CC(=O)OC)c2ccccc21	-1.5%	-3.8%	-15%	0.2%	-15%	i	10%	1%	nt
O=C(NC1CCCCC1)OCCN1CCN(Cc2ccccc2)CCC1=O	-0.6%	0.4%	0%	nt	-18%	nt	-1%	12%	nt
Cc1ccc(CCC(=O)Nc2cc(Cl)ccc2Cl)o1	-0.8%	2.8%	6%	-0.8%	-25%	nt	-24%[20 µM]	6%	-4%	NS5 inhibitors pilot replicate=-4.0
Cc1nc2ccc(NC(=O)c3cccs3)cc2c(=O)n1Cc1ccc(Cl)cc1	-2.7%	2.2%	9%	0.0%	23%	i	-27%	32%	-4%
O=C(N/N=C/c1ccoc1)c1ccc([N+](=O)[O-])cc1	-0.8%	3.7%	-1%	0.0%	-22%	nt	-21%	0%	-2%
Cc1ccc(C)c(NC(=O)c2nc(Cl)ccc2Cl)c1	-1.0%	-4.6%	-1%	0.6%	-28%	i	13%	-6%	9%
COc1cc(NC(=S)NCCc2ccccc2)c(OC)cc1NC(=O)C(C)C	-0.2%	2.7%	-26%	0.1%	-4%	i	12%	15%	-6%
COc1ccc(OCC(=O)Nc2ccc3c(c2)C(=O)NC3=O)cc1	-0.5%	3.4%	-4%	0.2%	-21%	nt	-25%	11%	1%
Cc1c(C(C)(C)O)[nH]c2ccc(C#N)cc12	0.2%	4.0%	-2%	-0.9%	-11%	nt	-19%[20 µM]	7%	-5%
CCn1c(COc2cccc(C)c2)nc2ccccc21	-2.3%	8.2%	6%	-0.5%	6%	i	-42%	2%	-6%
CC1CCCC/C1=N\NC(=S)Nc1cccnc1 (configuration not stated)	-1.6%	6.3%	-13%	0.5%	-34%	i	-9%	-6%	-2%
Cc1ccc(-c2nc3nc4ccccc4nc3n2Cc2ccco2)cc1	3.1%	2.4%	15%	0.1%	-29%	i	7%	-97%	12%
CC(C)Cn1c(Br)nc2c1c(=O)n(CCC#N)c(=O)n2C	-1.5%	2.4%	-2%	-0.6%	23%	i	10%	6%	nt
CCOC(=O)N1CCN(C(=S)Nc2ccccc2C)CC1	0.2%	1.9%	-22%	-0.5%	-19%	i	nt	-3%	3%

Of the compounds above, 2 contain a cyano group.
SMILES	HIV fusion peptide	KOR beta-arrestin-1	AID2073	West Nile antiviral	NOD1 inhibition	Yfh1-depleted yeast	KOR beta-arrestin-2	NOD2 inhibition	NS5 inhibitors	others
Cc1c(C(C)(C)O)[nH]c2ccc(C#N)cc12	0.2%	4.0%	-2%	-0.9%	-11%	nt	-19%[20 µM]	7%	-5%
CC(C)Cn1c(Br)nc2c1c(=O)n(CCC#N)c(=O)n2C	-1.5%	2.4%	-2%	-0.6%	23%	i	10%	6%	nt

The listing continues:
SMILES	HIV fusion peptide	KOR beta-arrestin-1	AID2073	West Nile antiviral	NOD1 inhibition	Yfh1-depleted yeast	KOR beta-arrestin-2	NOD2 inhibition	NS5 inhibitors	others
Cc1ccc(S(=O)(=O)N2CCc3ccccc3C2)cc1	-0.8%	-6.4%	9%	0.0%	6%	nt	-2%	12%	-4%	NS5 inhibitors pilot replicate=-4.9
C/C(=N\NC(=O)c1ccccc1Br)c1ccc(N2CCOCC2)cc1	-0.5%	-7.2%	4%	-0.3%	-20%	i	24%	12%	1%
O=c1[nH]cnc2nn(-c3ccccc3)nc12	0.7%	-0.9%	1%	0.1%	-17%	i	31%	-25%	-10%
CCOc1ccc(OCC)c(-c2c(=O)n(OCc3ccc(Cl)cc3)c3ccccc3[n+]2[O-])c1	-1.6%	4.1%	1%	-0.8%	14%	i	-4%	-4%	-6%
COC(=O)c1n[nH]n(-c2ccc(F)c(Cl)c2)c1=O	-0.6%	-2.6%	6%	-0.1%	-4%	i	-5%	8%	nt
COc1ccc(-c2noc(CNC(=O)c3ccoc3C)n2)cc1	-0.9%	-3.7%	-1%	-0.5%	-18%	nt	6%	6%	-7%
COC(=O)c1ccc(C(=O)OC)c(NC(=S)N2CCN(c3ccc(F)cc3)CC2)c1	-1.9%	-1.5%	-20%	-1.0%	-13%	i	12%	15%	-3%
